# Bioassay records from PubChem.
# GASC1 inh = inhibitors of human demethylase GASC-1 KDM4C. Q9H3R0. GST-KDM4C 2-372, H3K9me3 peptide, LANCE TR-FRET. inhibition, % at 12.5 µM. hit rate 0.15% among 96,000. AID 720574;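 active means mean replicate inhibition above about 25%, with at least 55% of replicates also reaching it, limit read from the data, passing the limit was not always enough; inconclusive means only one of those two conditions met; inactive means neither condition met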
# Target sequence (Q9H3R0 2-372 limits assumed): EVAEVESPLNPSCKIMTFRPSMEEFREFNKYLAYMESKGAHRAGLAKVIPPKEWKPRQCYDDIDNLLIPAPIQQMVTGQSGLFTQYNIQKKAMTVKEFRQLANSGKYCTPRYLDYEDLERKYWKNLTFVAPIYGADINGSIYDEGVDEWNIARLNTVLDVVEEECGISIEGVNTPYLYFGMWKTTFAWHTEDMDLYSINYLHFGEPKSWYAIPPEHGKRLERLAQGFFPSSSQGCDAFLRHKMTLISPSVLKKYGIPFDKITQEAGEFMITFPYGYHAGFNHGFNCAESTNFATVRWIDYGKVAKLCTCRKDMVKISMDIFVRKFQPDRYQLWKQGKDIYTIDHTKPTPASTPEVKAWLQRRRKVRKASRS
#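 System: N-terminal GST-fused human GASC-1 (KDM4C) fragment, residues 2-372; amount: enzyme final amount 10 nM; incubation: reaction 30 min RT, detection step 1 h RT; medium: HEPES buffer, pH 7.5, plus ascorbate; technique: LANCE TR-FRET, Eu antibody, ULight-streptavidin, EDTA, ex 340 nm, em 618/671 nm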
# Pf Dd2 growth = inhibitors of Plasmodium falciparum Dd2 growth; P. falciparum Dd2 growth, SYBR Green, 72 h; hits give low values; activity change, % at 10 µM; hit rate 2.3% among 94,000; AID 1159554; in the data active means activity change below about -80%; inconclusive means no clear call, values can overlap the other calls
# T cruzi growth = blocks T. cruzi growth in NIH3T3 culture; T. cruzi beta-gal in NIH3T3, GalScreen luminescence, 90 h; inhibition, % at 8.34 µM; hit rate 5.9% among 77,000;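 active means mean inhibition above about 93%, with at least 55% of replicates each passing it, limit read from the data, passing the limit was not always enough; inconclusive means only one of those two conditions holds; inactive means neither condition holds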
# C diff HTS = C. difficile growth inhibition. growth activity, negative = inhibition, % at 16 µg/mL (by protocol). hit rate 0.25% among 86,000. Clostridium difficile clinical isolate growth, OD600, 24 h; hits give low values. AID 1259249;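 active means mean growth activity at or below -80% and every replicate also at or below -80%; inconclusive means mean at or below -80% but some replicate above -80%; inactive means mean growth activity above -80%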;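 further: 0% = DMSO wells and -100% = levofloxacin 16 µg/mL wells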
# Starred values were filed as active, the others as inactive; ? = inconclusive; . = not tested or not shown; + = active, no number; & = joins results of further samples; ! = not active in a repeat.
SMILES,GASC1 inh,Pf Dd2 growth,T cruzi growth,C diff HTS
COCC(=O)Nc1ccc2c(c1)C(=O)N(C)C[C@H](OC)[C@@H](C)CN(Cc1cncnc1)[C@H](C)CO2,-0.1,28,17,0
O=C(NC1CCCCC1)N1CC(=O)N2[C@H](CO)[C@H](c3ccc(/C=C/c4ccccc4)cc3)[C@@H]2C1,-0.7,-34,.,5
NCC[C@@H]1CC[C@H](NS(=O)(=O)Cc2ccccc2)[C@H](CO)O1,-2.8,17,15,.
CCCC(=O)Nc1ccc2c(c1)OC[C@@H](C)N(Cc1ccccc1F)C[C@H](C)[C@H](OC)CN(C)C2=O,0.1,-54,73,.
CCN(C[C@@H]1[C@@H](c2ccccc2)[C@H](CO)N1CC1CC1)C(=O)c1ccccn1,3.3,2,56,1
COc1ccc(-c2ccc3c(c2)[C@H]2[C@H](CCN2C(=O)c2cnccn2)[C@H](CO)N3)cc1,-0.6,-43,108*,-2
O=C(C[C@@H]1C=C[C@@H](NC(=O)c2ccc3c(c2)OCO3)[C@@H](CO)O1)NCc1ccc(Oc2ccccc2)cc1,-0.7,21,.,-5
C/C=C/c1cnc2c(c1)C(=O)N([C@H](C)CO)C[C@@H](C)[C@@H](CN(C)C(=O)Nc1ccccc1F)O2,0.0,-4,.,-3
COc1cccc(S(=O)(=O)N[C@H]2CC[C@H](CC(=O)NCc3ccc(F)cc3)O[C@@H]2CO)c1,-0.9,-11,58,-7
COc1cccc(-c2ccc3c(c2)O[C@H](CN(C)C(C)=O)[C@H](C)CN([C@H](C)CO)S3(=O)=O)c1,-0.7,5,-20,-5
C[C@@H]1CCCCO[C@@H](CN(C)C(=O)NC2CCCCC2)[C@@H](C)CN([C@H](C)CO)C(=O)c2cc(NC(=O)CCC(F)(F)F)ccc2O1,1.1,-29,11,-2
C[C@H](CO)N1C[C@H](C)[C@H](CN(C)C)Oc2ccc(NC(=O)CCCN(C)C)cc2C1=O,1.1,6,.,-2
CNC[C@H]1Oc2ncc(Br)cc2C(=O)N([C@@H](C)CO)C[C@@H]1C,3.7,10,.,3
C[C@@H]1CN([C@H](C)CO)C(=O)c2c(c3ccccc3n2C)-c2ccccc2CO[C@@H]1CN(C)C(=O)Nc1ccccc1C(F)(F)F,.,-39,.,6
CC(=O)N(C)C[C@@H]1Oc2cc(-c3ccc(C#N)cc3)ccc2S(=O)(=O)N([C@@H](C)CO)C[C@H]1C,0.6,-13,-27,1
O=S(=O)(c1cccs1)N1CCCCN2[C@H](CO)[C@@H](c3ccc(Br)cc3)[C@@H]2C1,-1.6,12,88,-2
C[C@@H]1CCCCO[C@@H](CN(C)S(=O)(=O)c2ccc(Cl)cc2)[C@H](C)CN([C@H](C)CO)C(=O)c2cc(NC(=O)CCCN(C)C)ccc2O1,2.0,-73,12,-5
C[C@@H]1CN([C@@H](C)CO)C(=O)c2cc(N(C)C)ccc2O[C@@H]1CN(C)S(C)(=O)=O,17,6,12,0
Cc1noc(C)c1NC(=O)N(C)C[C@H]1Oc2ccc(NC(=O)Nc3ccc4c(c3)OCO4)cc2CC(=O)N([C@H](C)CO)C[C@H]1C,1.2,-10,35,-2
Cc1ccc(S(=O)(=O)N(C)C[C@@H]2Oc3ccc(NC(=O)C4CC4)cc3CC(=O)N([C@H](C)CO)C[C@H]2C)cc1,-5.2,5,40,2
Cc1ccc(S(=O)(=O)N(C)C[C@H]2OCCCC[C@H](C)Oc3ccc(NS(=O)(=O)c4cn(C)cn4)cc3C(=O)N([C@@H](C)CO)C[C@@H]2C)cc1,-0.4,-24,11,7
CO[C@@H]1CN(C)C(=O)c2ccc(NC(C)=O)cc2OC[C@@H](C)N(C(=O)c2ccccn2)C[C@H]1C,0.1,21,3,.
C[C@H](CO)N1C[C@H](C)[C@@H](CN(C)Cc2ccccc2C(=O)O)OCc2cnnn2CCCC1=O,.,1,8,.
C[C@H]1CN([C@@H](C)CO)C(=O)c2cc(N(C)C)ccc2O[C@H]1CN(C)S(=O)(=O)c1ccc(F)cc1,3.2,13,.,-1
O=C(C[C@@H]1C=C[C@@H](NC(=O)c2cccnc2)[C@H](CO)O1)NCCN1CCCCC1,-1.6,-29,-35,1
O=C(C[C@H]1CC[C@H]2[C@@H](COC[C@@H](O)CN2C(=O)c2cccnc2)O1)NCc1ccc(Cl)cc1,0.0,31,20,-2&-4
CCCNC(=O)N1[C@H](C#N)[C@H](c2ccccc2-c2ccc(F)cc2)[C@@H]1CO,-3.0,19,.,4
O=C(C[C@@H]1CC[C@H]2[C@@H](COC[C@@H](O)CN2C(=O)c2ccc(F)cc2)O1)N1CCCCC1,-1.4,5,-33,0&-1
Cc1ccc(S(=O)(=O)Nc2ccc3c(c2)C(=O)N([C@H](C)CO)C[C@H](C)[C@H](CN(C)C(=O)Nc2ccc(F)cc2)OCCCC[C@H](C)O3)cc1,0.2,-49,?,.
Cc1noc(C)c1NC(=O)Nc1ccc2c(c1)C(=O)N([C@H](C)CO)C[C@@H](C)[C@@H](CN(C)C(=O)NC(C)C)O2,0.1,29,81,.
CO[C@H]1CN(C)C(=O)c2ccc(NS(C)(=O)=O)cc2OC[C@H](C)N(C)C[C@@H]1C,-0.3,13,.,1
COCC(=O)N(C)C[C@@H]1Oc2ncc(C#CCC3CCCC3)cc2C(=O)N([C@H](C)CO)C[C@@H]1C,-1.9,-4,49,-14
CO[C@@H]1CN(C)C(=O)c2ccc(NS(=O)(=O)c3cn(C)cn3)cc2OC[C@@H](C)N(Cc2cccc(Cl)c2)C[C@H]1C,0.8,13,.,.
CCC(=O)Nc1ccc2c(c1)OC[C@H](C)N(Cc1ccccc1)C[C@@H](C)[C@@H](OC)CN(C)C2=O,2.4,-19,-69,2
C[C@H]1CN([C@@H](C)CO)S(=O)(=O)c2ccc(/C=C/c3ccccc3)cc2O[C@H]1CN(C)C(=O)c1ccncc1,-6.5,5,106*,-6
CC(=O)N1[C@H](CO)[C@H](c2ccc(-c3ccccc3)cc2)[C@@H]1CNC(=O)C1CC1,-1.8,14,20,-9
N#C[C@@H]1[C@H](c2ccc(C#Cc3ccccc3F)cc2)[C@H](CO)N1C(=O)C1CCCC1,5.5,-88*,.,-2
COc1ccc2c3c(n(C)c2c1)[C@@H](CO)N(CC1CC1)CC31CCN(C(=O)Nc2ccccc2)CC1,1.4,-73,.,-1
O=S(=O)(c1ccc(F)cc1)N1CC[C@@H]2[C@H](CO)Nc3ccc(-c4ccccc4F)cc3[C@@H]21,-1.9,-36,12,-9
CCCN(C)C[C@H]1OCCCC[C@@H](C)Oc2ccc(NC(=O)C3CCCCC3)cc2C(=O)N([C@@H](C)CO)C[C@H]1C,1.1,-81*,102*,11
C[C@@H]1CN([C@@H](C)CO)C(=O)c2cccc(NS(C)(=O)=O)c2O[C@@H]1CN(C)C(=O)Nc1cccc2ccccc12,4.0,-23,-5,4
C[C@H]1CN([C@@H](C)CO)C(=O)c2cccc(NC(=O)CCCCCC(=O)Nc3ccccc3N)c2O[C@@H]1CN(C)Cc1ccc2c(c1)OCO2,12,-92*,127*,.
C[C@@H]1CCCCO[C@@H](CN(C)S(=O)(=O)c2cn(C)cn2)[C@@H](C)CN([C@@H](C)CO)C(=O)c2cc(NC(=O)c3ccccc3)ccc2O1,0.4,-17,7,6
CCCNC(=O)Nc1ccc2c(c1)C(=O)N(C)C[C@H](OC)[C@H](C)CN(C(=O)CC)[C@@H](C)CO2,0.3,14,38,0
CO[C@H]1CN(C)C(=O)c2ccc(NC(=O)Nc3ccccc3F)cc2OC[C@@H](C)N(C)C[C@@H]1C,-0.8,-29,-7,-2
C[C@H](CO)N1C[C@H](C)[C@@H](CN(C)Cc2ccc(C(F)(F)F)cc2)Oc2ccc(NC(=O)CCC(F)(F)F)cc2CC1=O,-0.2,-33,.,0
Cc1ccc(S(=O)(=O)Nc2ccc3c(c2)C(=O)N([C@@H](C)CO)C[C@@H](C)[C@@H](CN(C)CC2CC2)OCCCC[C@@H](C)O3)cc1,.,-28,?,-3
O=C(C[C@@H]1CC[C@H](NC(=O)c2ccncc2)[C@@H](CO)O1)NCc1ccncn1,1.5,5,.,0
C[C@@H]1CN([C@@H](C)CO)C(=O)c2cc(NS(C)(=O)=O)ccc2O[C@@H](C)CCCCO[C@@H]1CN(C)C(=O)NC1CCCCC1,0.8,37,9,.
C[C@H]1CN([C@@H](C)CO)C(=O)c2cccc(NS(=O)(=O)c3ccccc3)c2O[C@H]1CN(C)S(=O)(=O)c1ccccc1,-0.1,-20,11,-6
# Continuation:
SMILES,GASC1 inh,Pf Dd2 growth,T cruzi growth,C diff HTS
COc1cccc(S(=O)(=O)N[C@H]2CC[C@@H](CCNC(=O)Cc3ccncc3)O[C@H]2CO)c1,0.7,-5,106*,1
COc1cccc(S(=O)(=O)N[C@H]2CC[C@@H](CCn3cc(-c4ccc(F)cc4)nn3)O[C@@H]2CO)c1,-1.5,5,-11,-6
CO[C@H]1CN(C)C(=O)c2cc(NC(=O)c3cc(C)on3)ccc2OC[C@@H](C)N(CC2CC2)C[C@@H]1C,-0.1,-30,20,.
O=C(C1CC1)N1CC(=O)N2[C@H](C1)[C@@H](c1ccc(Br)cc1)[C@@H]2CO,0.4,-16,.,-5
O=C([C@H]1N[C@H]2c3ccc(/C=C/c4ccccc4)c(=O)n3C[C@H]2[C@@H]1CO)N1CCCCC1,-0.2,.,+,-3
N#Cc1cccc(-c2ccc(C3[C@@H]4CN(C(=O)C5CC5)C[C@H]3N4)cc2)c1 (some centres not stated),-0.7&1.9,-90*!,.,-5&-11
C[C@@H]1CCCCO[C@@H](CN(C)S(C)(=O)=O)[C@H](C)CN([C@H](C)CO)C(=O)c2cc(NC(=O)C3CCCCC3)ccc2O1,0.4,6,83,0
COc1ccc(S(=O)(=O)N(C)C[C@@H]2Oc3ccc(NS(=O)(=O)c4c(C)noc4C)cc3CC(=O)N([C@@H](C)CO)C[C@H]2C)cc1,-4.2,-22,-7,0
CN(C)C(=O)c1cccc(-c2ccc3c(c2)[C@H]2[C@H](CCN2C(=O)Cc2ccccn2)[C@H](CO)N3C)c1,-0.6,-32,59,5
C[C@H](CO)N1C[C@H](C)[C@H](CN(C)S(=O)(=O)c2cn(C)cn2)Oc2c(NC(=O)NC3CCCCC3)cccc2C1=O,0.0,9,-77,.

# Next part; the last 6 above are carried over.
SMILES,GASC1 inh,Pf Dd2 growth,T cruzi growth,C diff HTS
O=C([C@H]1N[C@H]2c3ccc(/C=C/c4ccccc4)c(=O)n3C[C@H]2[C@@H]1CO)N1CCCCC1,-0.2,.,+,-3
N#Cc1cccc(-c2ccc(C3[C@@H]4CN(C(=O)C5CC5)C[C@H]3N4)cc2)c1 (some centres not stated),-0.7&1.9,-90*!,.,-5&-11
C[C@@H]1CCCCO[C@@H](CN(C)S(C)(=O)=O)[C@H](C)CN([C@H](C)CO)C(=O)c2cc(NC(=O)C3CCCCC3)ccc2O1,0.4,6,83,0
COc1ccc(S(=O)(=O)N(C)C[C@@H]2Oc3ccc(NS(=O)(=O)c4c(C)noc4C)cc3CC(=O)N([C@@H](C)CO)C[C@H]2C)cc1,-4.2,-22,-7,0
CN(C)C(=O)c1cccc(-c2ccc3c(c2)[C@H]2[C@H](CCN2C(=O)Cc2ccccn2)[C@H](CO)N3C)c1,-0.6,-32,59,5
C[C@H](CO)N1C[C@H](C)[C@H](CN(C)S(=O)(=O)c2cn(C)cn2)Oc2c(NC(=O)NC3CCCCC3)cccc2C1=O,0.0,9,-77,.
CN1C(=O)c2cc(NC(=O)c3ccccc3F)ccc2OC[C@H]2O[C@@H](CC(=O)NCc3ccc4c(c3)OCO4)CC[C@@H]21,-1.3,-39,23,-8
CNC[C@@H]1OCCCC[C@H](C)Oc2ccc(NC(=O)Nc3ccc(C(F)(F)F)cc3)cc2C(=O)N([C@@H](C)CO)C[C@@H]1C,-0.9,20,23,17
O=S(=O)(c1ccccc1)N1CC[C@@H]2[C@H](CO)Nc3ccc(C#Cc4cccc(F)c4)cc3[C@@H]21,-3.0,-26,?,32
C[C@H](NC(=O)C[C@@H]1CC[C@H](NC(=O)C2CC2)[C@H](CO)O1)c1ccccc1,0.6,19,.,-2
COc1ccc(CN(C)C[C@H]2Oc3c(NS(=O)(=O)c4ccc(F)cc4)cccc3C(=O)N([C@H](C)CO)C[C@@H]2C)cc1,0.1,21,-12,-1
O=C(C[C@H]1C[C@H]2c3cc(NC(=O)NC4CCCC4)ccc3O[C@H]2[C@@H](CO)O1)NCc1ccccc1,-2.1,2,91,.
C[C@H](CO)N1C[C@H](C)[C@@H](CN(C)C(=O)Nc2ccc(C(F)(F)F)cc2)Oc2ccc(NC(=O)Nc3ccc4c(c3)OCO4)cc2CC1=O,-2.2,-23,30,10
